Screening results: PubChem BioAssay, several laboratories
BioA inh: BioA (M. tuberculosis) enzyme inhibition. purified M. tuberculosis BioA enzyme, plate reader. inhibition, % at 9.99 µM. 360,000 compounds, 0.096% hits. AID 602481; in the data active = inhibition above about 40%; inconclusive = no clear call, values can overlap the other calls
Anthrax LF prot: blocks Bacillus anthracis lethal factor protease | inhibition, % at 10 µM | multiplex microsphere protease cleavage assay, LF | 360,000 compounds, 0.12% hits | P15917; note: plate controls were buffer without enzyme for full effect and enzyme alone for no effect
Mtb FBA inh: Mtb fructose-bisphosphate aldolase inhibition | inhibition, % at 1 µM | 360,000 compounds, 2.3% hits | purified M. tuberculosis FBA, fluorescence read-out | P9WQA3; in the data active = inhibition above about 27%;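 note: 0% = vehicle and 100% = reference inhibitor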
Target sequence (P9WQA3 whole entry, looked up): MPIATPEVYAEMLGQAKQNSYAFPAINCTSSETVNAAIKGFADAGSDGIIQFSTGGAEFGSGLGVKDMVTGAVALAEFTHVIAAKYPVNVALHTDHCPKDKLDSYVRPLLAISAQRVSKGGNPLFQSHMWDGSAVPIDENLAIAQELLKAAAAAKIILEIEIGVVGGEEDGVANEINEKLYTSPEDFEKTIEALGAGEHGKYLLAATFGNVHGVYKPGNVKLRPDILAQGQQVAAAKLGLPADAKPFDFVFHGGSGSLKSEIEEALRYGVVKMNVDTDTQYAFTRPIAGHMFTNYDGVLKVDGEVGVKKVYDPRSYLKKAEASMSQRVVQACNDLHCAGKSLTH
PfHsp40 rescue: restores yeast growth despite PfHsp40 toxicity; S. cerevisiae expressing PfHsp40, growth rescue, ATP luminescence; growth rescue, % at 12.5 µM; 340,000 compounds, 0.68% hits; AID 504582; in the data active = growth rescue above about 28%, passing the limit was not always enough; inconclusive = no clear call, values can overlap the other calls;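 note: yeast W303a lacking pdr1 and pdr3 grown in galactose medium; growth measured after three days at 30 °C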
BoNT F protease: blocks Botulinum neurotoxin F light chain protease | Multiplex microsphere protease cleavage assay, flow cytometry | inhibition, % at 10 µM | 360,000 compounds, 0.22% hits | AID 588497; in the data active = inhibition above about 35%, passing the limit was not always enough; inconclusive = no clear call, values can overlap the other calls; note: plate controls were buffer without enzyme for full effect and enzyme alone for no effect
BoNT A protease: BoNT A light chain protease inhibition. 360,000 compounds, 0.17% hits. inhibition, % at 10 µM. multiplex microsphere protease substrate cleavage, flow cytometry; note: plate controls were buffer without enzyme for full effect and enzyme alone for no effect
UGM FP inh: Mtb UDP-galactopyranose mutase inhibition. purified UGM, fluorescence polarization probe displacement. inhibition, % at 10 µM. 320,000 compounds, 0.06% hits; in the data active = inhibition above about 10%, passing the limit was not always enough; inconclusive = no clear call, values can overlap the other calls
Target sequence (P9WIQ1 whole entry, looked up): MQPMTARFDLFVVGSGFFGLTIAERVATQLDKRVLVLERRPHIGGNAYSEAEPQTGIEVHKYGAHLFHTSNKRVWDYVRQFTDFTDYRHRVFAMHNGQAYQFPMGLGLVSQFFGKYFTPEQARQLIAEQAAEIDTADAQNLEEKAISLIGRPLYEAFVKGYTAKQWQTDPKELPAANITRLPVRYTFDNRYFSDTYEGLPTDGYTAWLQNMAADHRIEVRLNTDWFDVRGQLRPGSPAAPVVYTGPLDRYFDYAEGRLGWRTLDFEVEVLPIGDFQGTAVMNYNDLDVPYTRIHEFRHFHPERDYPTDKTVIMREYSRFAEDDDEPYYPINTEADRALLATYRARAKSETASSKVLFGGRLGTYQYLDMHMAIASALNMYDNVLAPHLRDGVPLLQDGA
FadD28 FP inh: M. tuberculosis FadD28 bisubstrate binding inhibition; AID 588549; 360,000 compounds, 0.22% hits; FadD28 bisubstrate probe binding, fluorescence polarization; inhibition, % at 12.5 µM; in the data active = inhibition above about 8.5%, passing the limit was not always enough; inconclusive = no clear call, values can overlap the other calls
GDH-TPI counter: counter-screen for M. tuberculosis FBA inhibitors: GDH-TPI coupled enzymes; 360,000 compounds, 1.2% hits; GDH-TPI coupled enzyme counterscreen, NADH absorbance; inhibition, % at 4.8 µM; AID 588335; in the data active = inhibition above about 30%;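 note: 0% = DMSO wells and 100% = wells lacking the enzyme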
* marks the source's active call; other numbers are inactive results; ? = inconclusive; . = no result given. Cut-off read from the data, not from the text of the source, unless noted: active = inhibition above about 30%; inconclusive = no clear call, values can overlap the other calls; inactive = below that. The order is random; about 4.7% have a hit in one of these screens.

SMILES	BioA inh	Anthrax LF prot	Mtb FBA inh	PfHsp40 rescue	BoNT F protease	BoNT A protease	UGM FP inh	FadD28 FP inh	GDH-TPI counter
CC(C)(C)SCCNC(=O)c1ccc(NS(C)(=O)=O)cc1	-0.4	2	0	0.6	-14	-1.4	-0.3	0.4	-2
CS(=O)(=O)Nc1ccc(C(=O)NCc2cccnc2)cc1	-0.4	4	3	-1.0	9	0.4	1.1	-2.5	-1
CC/C(=N/Nc1ccccc1)c1cnnc(-c2ccccc2)n1	.	-13	-3	2.4	2	0.7	3.9	-5.0	-6
CSc1ccc(-c2nc(CSCC(=O)N3CCOCC3)c(C)o2)cc1	2.4	-1	7	0.5	-3	?	1.8	-0.5	9
CCOc1ccc(C(C)NC(=O)CCC(=O)O)cc1 (configuration not stated)	-3.9	-2	3	1.2	2	0.1	-0.6	-1.4	-10
CCCc1cc(=O)[nH]c(SCC(=O)c2c[nH]c3ccccc23)n1	-0.7	8	-4	-1.2	-40	28	0.4	-2.2	5
CCOc1ccc(CCNC(=O)CN(C)S(=O)(=O)c2cccc3nsnc23)cc1OCC	-0.5	-5	0	0.0	4	0.8	2.5	0.0	6
Cn1cc(CNC(=O)CC2C(=O)NCCN2CC(C)(C)C)cn1 (configuration not stated)	-1.1	-1	7	-3.6	-2	0.1	1.5	-1.4	10
Cc1cc(N(CCCl)CCCl)ccc1C=Cc1ccncn1	0.5	-7	-10	-1.0	-4	0.1	.	-3.5	8
O=c1[nH]c2ccc(S(=O)(=O)Nc3ccccc3O)cc2[nH]1	-0.4	15	-2	0.5	-1	2.3	0.4	-0.2	2
CCOC(=O)c1ccc(NC(=O)COc2ccc(-n3cnnn3)cc2)cc1	-0.1	-2	-2	1.0	-3	0.7	-0.6	-3.0	-2
COc1ccccc1OCc1nc(C#N)c(N2CC(C)CC(C)C2)o1 (configuration not stated)	-1.0	-13	1	0.9	-3	-0.8	2.2	-0.4	5
Nn1c(Nc2ccccc2)nc2ccccc21	-0.9	3	-2	-0.5	-1	0.1	0.1	-1.2	3
OCCC1CN(CC2CC2)CCN1Cc1ccc(F)c(F)c1 (configuration not stated)	0.6	-4	1	-1.5	9	1.6	-4.2	-1.5	5
CC(=O)OC1[C@H](Oc2c(O)c(C)c3c4c2[C@@H](C)CC[C@@H]4[C@@H](C)C[C@@H]3C=C(C)C)OC[C@@H](O)[C@@H]1O (some centres not stated)	-1.3	-1	-2	5.1	3	-0.8	-1.8	-0.8	0
Cc1cccc(C(=O)N2CC3(C)CC2CC(C)(C)C3)c1 (configuration not stated)	-1.6	8	2	-0.8	8	0.2	-0.3	-2.8	2
Cc1ccccc1NC(=O)c1[nH]cnc1C(=O)NN	-0.9	0	-1	-0.9	-8	-1.3	-0.1	-2.0	5
COc1ccccc1C(=O)OCC(=O)Nc1ccccc1OC(F)F	.	-6	4	-0.2	0	-1.2	-0.5	-1.8	19
CCOc1ccc(-n2c(-c3ccoc3)nc3ccccc3c2=O)cc1	-3.9	3	-1	-0.4	10	1.4	.	-2.8	14
C/C(N)=C(/C#N)C(=O)CSc1nc2ccccc2c(=O)n1CCCO	.	-1	1	-1.0	-5	0.4	-3.0	-2.9	-2
Cc1ccc(/C=N/N2CCN(Cc3ccc(C)cc3)CC2)cc1	0.8	.	5	0.0	.	.	3.1	0.7	-17
O=C(CN1C(=O)COc2ccccc21)NCCN1CCCC1	-0.4	-4	4	1.0	-32	-12	1.0	-0.5	4
COc1ccccc1N1CCN(C(=O)C(C)N(c2ccccc2)S(C)(=O)=O)CC1 (configuration not stated)	-0.6	-1	4	0.5	-6	?	0.3	-3.1	9
CC(c1ccccc1F)n1cc(C(=O)NCc2ccncc2)nn1 (configuration not stated)	0.0	1	5	1.3	-30	0.6	-0.4	-0.2	10
Cn1c(=O)[nH]c(=O)c2c1nc(Br)n2CCC(=O)c1ccccc1	.	2	6	0.4	10	0.5	-0.6	0.7	-14
COc1cccc(-n2nnc3c(=O)n(Cc4c(F)cccc4Cl)cnc32)c1	-0.2	-3	-3	0.4	-13	-0.6	1.8	-2.3	-4
O=[N+]([O-])c1ccc(Cl)c(S(=O)(=O)Nc2ccc(S(=O)(=O)N3CCOCC3)cc2)c1	-1.2	-2	-4	-0.3	3	-2.2	3.4	-0.2	6
O=C(Nc1cc(Cl)ccc1Cl)C1CC(=O)N(c2ccc(Br)cc2)C1 (configuration not stated)	0.0	-3	-3	0.9	-2	0.5	-1.2	1.1	11
Cn1c(SCC(=O)NCCc2ccc(S(N)(=O)=O)cc2)nc2ccccc2c1=O	.	-5	-2	0.2	-1	-1.6	0.2	0.3	21
CC(NC(=O)c1cccc2ccccc12)c1ccc2c(c1)CCCC2 (configuration not stated)	.	-1	-1	5.9	3	0.5	-1.8	-3.1	0
CNC(=O)/C(C#N)=C/c1ccc(OCCOc2ccccc2)cc1	-7.0	-8	0	-0.9	10	-5.0	0.1	-1.1	40*
CCOC(=O)C1=C(C)N=c2s/c(=C/c3ccc(OCC(=O)O)cc3)c(=O)n2C1c1cc(OC)c(OC)c(OC)c1 (configuration not stated)	-1.3	26	11	-0.3	18	-0.6	2.9	-9.9	22
COc1ccc(NC(=O)CSc2ccc(-c3ccco3)nn2)cc1OC	0.0	1	-3	-1.7	0	-0.6	1.3	-3.7	8
CNS(=O)(=O)c1ccc(C)c(S(=O)(=O)NC)c1	.	1	-2	-0.1	-3	-0.8	1.7	-1.7	6
O=C(COc1ccc(Br)cc1)Nc1ccc(-c2nnc(-c3ccco3)o2)cc1	-1.1	1	3	0.7	-8	-7.3	0.3	-4.5	-10
COc1ccc(C2OC(=O)CC2C(=O)NCc2ccc(F)cc2)cc1OC (configuration not stated)	3.2	1	2	1.2	-2	-0.8	1.2	-2.1	-2
CN1c2ccccc2C(=O)NC1c1ccc(Cl)cc1 (configuration not stated)	.	-8	15	-0.3	-7	-0.1	1.3	-1.9	-2
COc1ccc(OC)c(/C=N/NC(=O)Cn2ccnc2C)c1	.	-6	165*	0.1	?	-1.9	-3.0	-1.9	14
Cc1ccc(-c2csc3ncnc(N4CCN(S(=O)(=O)c5ccc(C#N)cc5)CC4)c23)cc1	-0.2	-2	-3	.	-6	-0.7	.	-4.2	-5
CN(Cc1ccsc1)C(=O)CCc1nnc(CCCc2ccccc2)o1	2.9	1	3	1.2	-1	-0.4	1.0	-1.8	6
CCOc1ccc(S(=O)(=O)NCc2cccs2)cc1C(C)C	.	-2	0	.	0	3.3	.	-4.3	1
Cc1cc(NC(=O)c2ccc(-c3ccccc3F)o2)no1	.	2	5	0.5	6	0.6	-1.9	-2.4	17
c1ccc(Nc2ccc(-n3ccnc3)nn2)cc1	.	-2	69*	0.4	-1	0.7	-0.1	-3.8	5
C=CCNC(=S)N/N=C/c1ccc(-c2ccc(Br)cc2)o1	.	-2	3	-0.4	-5	0.5	0.0	0.1	15
CCN(C(=O)CN1CCc2ccccc21)c1c(N)n(Cc2ccccc2)c(=O)[nH]c1=O	.	0	2	0.6	-13	0.7	-3.0	-0.1	0
CC1=C(C(=O)OCc2ccc3c(c2)OCO3)C(c2ccc(Cl)cc2)NC(=O)N1 (configuration not stated)	-1.2	-10	-1	-0.1	-29	-4.5	.	0.6	1
CC(=O)OCCCCCCCCCCC[N+]1(C)CCCCC1	.	-2	2	-0.7	-1	0.0	-0.7	-2.3	-6
Cc1ccc(CS(=O)Cc2ccc(C(=O)NCCc3ccccc3)o2)cc1 (configuration not stated)	-0.3	-1	-3	-0.1	-5	-1.9	2.1	-0.5	9

Some entries already given, reduced to Anthrax LF prot and BoNT F protease.
| smiles | Anthrax LF prot | BoNT F protease |
| --- | --- | --- |
| CN1c2ccccc2C(=O)NC1c1ccc(Cl)cc1 (configuration not stated) | -8 | -7 |
| COc1ccc(OC)c(/C=N/NC(=O)Cn2ccnc2C)c1 | -6 | ? |
| Cc1ccc(-c2csc3ncnc(N4CCN(S(=O)(=O)c5ccc(C#N)cc5)CC4)c23)cc1 | -2 | -6 |
| CN(Cc1ccsc1)C(=O)CCc1nnc(CCCc2ccccc2)o1 | 1 | -1 |
| CCOc1ccc(S(=O)(=O)NCc2cccs2)cc1C(C)C | -2 | 0 |

Further records:
SMILES	BioA inh	Anthrax LF prot	Mtb FBA inh	PfHsp40 rescue	BoNT F protease	BoNT A protease	UGM FP inh	FadD28 FP inh	GDH-TPI counter
Cc1ccc(NS(=O)(=O)c2ccc(C(=O)NCCN3CCOCC3)cc2)cc1	-0.1	-4	2	-1.2	0	0.0	4.6	-2.4	8
O=Cc1c[nH]c2ccc(S(=O)(=O)N3CCCCC3)cc12	1.9	-4	-2	.	1	0.0	.	-0.9	2
COc1ccc(C(c2nnnn2C2CCCC2)N2CCc3ccccc3C2)cc1OC (configuration not stated)	-0.3	-1	-1	4.7	-16	-0.5	.	-1.2	-1
c1ccc(OCc2nn3c(-c4ccco4)nnc3s2)cc1	12	2	1	0.6	-3	-0.2	-1.8	-3.2	3
CN(C)c1cccc(CNC(=O)c2csc([C@H]3C[C@H](O)[C@@H](CO)O3)n2)c1	-1.6	-4	-2	.	4	-0.3	.	-0.2	6
Cc1nn(C)c(C(=O)N2CCOCC2)c1Cl	-0.5	-3	7	-0.2	-3	0.4	2.5	-3.4	-4
CC(NC(=S)N1CCN(c2ccccc2)CC1)c1ccccc1 (configuration not stated)	-0.4	-2	1	0.2	4	1.2	-7.5	-0.3	9
COC(=O)Nc1nc2c(C)cccc2s1	0.6	-1	4	-1.4	-8	-0.1	-1.5	0.2	-9
Cc1c(C(=O)N(C)C)sc(NC(=O)c2cc([N+](=O)[O-])cc([N+](=O)[O-])c2)c1C#N	2.0	-3	-5	-0.2	3	0.4	1.4	-1.1	11
CC(CCc1ccccc1)NC(=O)COC(=O)c1ccc(NC(=O)CC#N)cc1 (configuration not stated)	0.0	-8	0	.	9	-1.5	-0.3	-1.8	6
Cn1nnnc1SCC(=O)N1CCN(C(c2ccccc2)c2ccccc2)CC1	6.8	-1	1	0.2	-10	-0.7	-1.2	-4.1	1
O=C1Cc2ccccc2C(c2c(Cl)cccc2Cl)N1 (configuration not stated)	-0.4	14	1	1.3	?	1.1	1.0	1.2	-2
CCOc1cc(C(=O)Nc2ccc3c(c2)OCO3)ccc1OC(F)F	4.6	-2	0	9.9	-5	-0.4	0.2	-0.9	6
CN(C(=O)c1ccc(NC(=O)Cc2ccc(NC(=O)C3CCN(C(=O)C4CCCCC4)CC3)cc2)cc1)C1CCCC1	-2.1	-2	0	1.7	-6	0.0	.	-4.9	-4
CC(C)C[C@H](NC(=O)C1CC(=O)N(c2ccc3c(c2)OCO3)C1)C(=O)NC1CCCCC1 (some centres not stated)	0.2	1	3	-0.7	1	-1.4	2.6	-1.3	1
Cc1ccc(C(=O)NCCCNC(=O)c2ccccc2C)cn1	3.9	10	6	-1.3	-5	-1.3	-0.5	-0.3	2
O=S1(=O)C[C@@H](N2CCN(CCO)CC2)[C@H](COCc2ccccc2)N1	-1.2	-6	3	.	-5	-1.1	.	-1.4	.
CN1CC(Br)C(=O)NC1=O (configuration not stated)	0.4	0	4	-0.3	-5	-0.1	.	.	-4
CN(CCO)S(=O)(=O)c1ccc2c(c1)C(=O)c1cc(S(=O)(=O)N(C)CCO)ccc1-2	-1.6	-1	0	-0.1	34	2.9	-0.9	-4.5	-12
COc1ccc(C(=O)NCc2ccc3c(c2)OCO3)cc1	0.6	-2	2	0.4	-3	-0.2	4.3	-0.9	-2
O=C1COc2ccc(C(=O)COC(=O)c3ccccc3Cl)cc2N1	.	2	6	0.3	-3	-0.7	-0.5	-1.8	8
COc1ccccc1S(=O)(=O)Cc1ccc(C(=O)NCc2cccnc2)o1	0.0	3	3	-0.5	-1	0.3	-0.6	-1.9	2
